RNase H inhibition = RNase H inhibition, HIV 1 Gag Pol polyprotein, FRET biochemical assay, screening (AID 372) | HIV-1 RT RNase H, FRET RNA/DNA substrate fluorescence; higher % means a stronger effect | one-dose inhibition, % at 10 µM; IC50 in µM for titrated hits | 0.77% of 100,000 active; in the data active means inhibition above about 50%
Starred values were filed as active, the others as inactive. This is a subset; count on the stated rates, not on these rows.

compound | RNase H inhibition
Cn1c2ccc(Cl)cc2c2cc(C(=O)C(F)(F)F)ccc21 | 3%
Cc1ccc(C)c(/C=C2\N=C(c3ccc(Cl)c([N+](=O)[O-])c3)OC2=O)c1 | 35%
CC1=CCC(/C(C)=N/NC(=O)CNc2ccc(Cl)cc2Br)CC1 (stereo not drawn) | 14%
CCOC(=O)C1=C(C)NC(=O)NC1c1ccc(F)c(F)c1 (stereo not drawn) | 0%
COc1cc2ccccc2cc1C(=O)Nc1ccccc1C | 6%
COc1cccc(OCCCCOc2cc(C)cc(C)c2)c1 | 19%
O=C1C=CC(=O)N1c1ccc(N2CCOCC2)cc1 | 0%
COC(=O)c1ccccc1NC(=S)NC(=O)/C=C/c1ccccc1 | 18%
Cn1/c(=N/N=C/c2ccc(O)cc2O)sc2ccccc21 | 30%
CCOc1ccc(N(CC(=O)Nc2ccccc2F)S(=O)(=O)c2ccc(SC)cc2)cc1 | 15%
Ic1cccc(CSc2nc3ccccc3[nH]2)c1 | 39%
O=C(O)COc1ccc(NC(=O)Cc2ccc(Cl)cc2)cc1 | 9%
CC(=O)Nc1nc2c(s1)C(=O)NCC(C)(C)C2 | 0%
CCC(C)NCC(O)Cn1c2ccc(Cl)cc2c2cc(Cl)ccc21 (stereo not drawn) | 16%
CN(C)c1ccc(C(=S)N2CCN(c3cccc(Cl)c3)CC2)cc1 | 9%

Copied from above, 5 compounds:
compound | RNase H inhibition
Ic1cccc(CSc2nc3ccccc3[nH]2)c1 | 39%
O=C(O)COc1ccc(NC(=O)Cc2ccc(Cl)cc2)cc1 | 9%
CC(=O)Nc1nc2c(s1)C(=O)NCC(C)(C)C2 | 0%
CCC(C)NCC(O)Cn1c2ccc(Cl)cc2c2cc(Cl)ccc21 (stereo not drawn) | 16%
CN(C)c1ccc(C(=S)N2CCN(c3cccc(Cl)c3)CC2)cc1 | 9%

Following part
compound | RNase H inhibition
O=C1CC(c2ccccc2)=NN1c1ccc([N+](=O)[O-])cc1 | 8%
CCCc1cc(-c2nc(-c3ccc(Br)cc3)cs2)ccn1 | 10%
COc1cc(/C=N\NC(=O)CNc2ccc(C)cc2)ccc1OC(=O)c1cccs1 | 10%
O=C1C(=O)N(Cc2ccccc2)C(c2cccc([N+](=O)[O-])c2)/C1=C(/O)c1ccccc1 (stereo not drawn) | 0%
Nc1nonc1-c1nc2ccccc2n1CC(=O)N/N=C/c1cccc(O)c1 | 0%
C=CCN1C(=O)/C(=C\c2ccc(-c3ccc(C(=O)O)cc3)o2)C(=O)NC1=S | 5%
CCOCCOC(=O)C1=C(C)NC2=C(C(=O)CC(c3ccc(OC)cc3)C2)C1c1cc(Br)c(O)c(OCC)c1 (stereo not drawn) | 6%
CN(C)c1ccc(/C=N/NC(=O)/C(=C\c2ccc3c(c2)OCO3)NC(=O)c2ccccc2)cc1 | 15%
CCOc1ccccc1NC(=O)c1c(NC(=O)c2ccccc2)sc2c1CCC(C)C2 (stereo not drawn) | 18%
O=C(O)c1ccc(OCc2ccoc2C(=O)O)cc1 | 8%
COc1ccc(OC)c(/C=N/NC(=O)c2ccn(Cc3ccc(Cl)cc3)n2)c1 | 2%
CN=C(Nc1cccc(F)c1)SC1CC(=O)N(c2ccccc2F)C1=O (stereo not drawn) | 12%
COc1ccc(C2Nc3ccc(C(=O)c4ccccc4)cc3NC3=C2C(=O)CC(C)(C)C3)c(OC)c1 (stereo not drawn) | 8%
Cc1no[n+]([O-])c1COc1ccccc1C=C1C(=O)NC(=S)NC1=O | 19%
CCCCOc1ccc(/C=N/NS(=O)(=O)c2ccc(OC)cc2)cc1OCC | 8%

The list goes on:
compound | RNase H inhibition
N#Cc1c2n(c3c(-c4ccccc4)ncnc13)CCC2 | 10%
CCC(C(=O)N1CCC(Cc2ccccc2)CC1)c1ccccc1 (stereo not drawn) | 45%
Cc1nc2c([nH]1)c(=O)oc1ccccc12 | 8%
CN(C)CCCNC(=O)/C=C/c1ccc(Cl)cc1 | 5%
O=C(NC(=C(Cl)Cl)S(=O)(=O)c1ccc(Cl)cc1)c1ccccc1 | 10%
Cc1ccc(C)c(-c2cc(C(=O)NN)c3ccccc3n2)c1 | 5%
Fc1cccc(Cl)c1/C=N/Nc1nc2ccccc2s1 | 20%
O=C(CN(c1cccc(C(F)(F)F)c1)S(=O)(=O)c1ccccc1)NCc1ccccn1 | 0%
COc1cccc(OCCOc2ccc(/C=C3/SC(=S)N(c4ccccc4)C3=O)cc2)c1 | 7%
Cc1c(C(=O)O/N=C(\N)Cc2cccc3ccccc23)cccc1[N+](=O)[O-] | 22%
O=C1c2ccc(-c3nc4ccccc4c(=O)o3)cc2C(=O)N1Cc1cccnc1 | 7%
O=C(O)CCCCCN1C(=O)C(=O)/C(=C(/O)c2ccccc2)C1c1cccc(F)c1 (stereo not drawn) | 6%
Cc1ccc(/C=C(/C#N)C(=O)Nc2ccc(Cl)cc2)cc1[N+](=O)[O-] | 2%
O=C(Nc1cccc(Cl)c1)C(=O)NC1CCCC1 | 5%
Cc1ccc(C(=O)Nc2nn[nH]n2)cc1 | 14%

The list continues.
compound | RNase H inhibition
Cc1ccc(-c2nc(N/N=C/c3cccc(F)c3)c3ccccc3n2)cc1 | 8%
O=C(Nc1nnc(-c2ccccc2Cl)s1)Nc1ccc(Cl)cc1Cl | 43%
Brc1ccc(-c2[nH]c(-c3ccccc3)nc2-c2ccccc2)cc1 | 18%
COc1ccc(N2C(=O)CC(NCCc3ccc(Cl)cc3)C2=O)cc1 (stereo not drawn) | 3%
COc1ccccc1/C=C1\SC(N2CCOCC2)=NC1=O | 0%
CCOc1cc(CN2CCN(c3cccc(Cl)c3)CC2)ccc1OC | 3%
COc1ccc(Cc2[nH]n3c(=O)cc(C(C)C)nc3c2-c2ccccc2)cc1 | 8%
CN1C(=O)NC(=O)/C(=C/c2ccc(O)c([N+](=O)[O-])c2)C1=O | 9%
COc1ccc(OC)c(C=Nn2c(-c3ccc(Cl)cc3Cl)n[nH]c2=S)c1 | 12%
N#C/C(=C\c1cccc(Oc2ccccc2)c1)c1nc(-c2ccc(Cl)cc2)cs1 | 25%
CC1=CC(C)(C)Nc2ccc(OC(=O)c3ccc(C(C)(C)C)cc3)cc21 | 17%
Cc1cc(C)nc(NS(=O)(=O)c2ccc(N/C=C/C(=O)c3ccc(Br)cc3)cc2)n1 | 11%
CC(C)c1ccc(-c2cc(C(=O)NCCN3CCOCC3)c3ccccc3n2)cc1 | 8%
CCN(CC)/C(=N\OC(=O)c1ccc(C)cc1)c1nonc1N | 0%
CCCCOc1ccc(C(=O)Nc2cccc(NC(=O)c3ccc(Cl)cc3Cl)c2)cc1 | 47%

(listing goes on)
compound | RNase H inhibition
CCN(CC)c1ccc(/C=N/NC(=O)c2ccco2)cc1 | 13%
Nc1[nH]n(-c2ccccc2)c(=O)c1N=Nc1ccc(C(=O)O)cc1[N+](=O)[O-] | 9%
Cc1ccc(NC(=O)c2ccc(CN3CCc4ccccc4C3)cc2)cc1 | 0%
O=C(Nc1ccc2oc(-c3cccnc3)nc2c1)c1sc2ccccc2c1Cl | 4%
CC(/C=C(\NC(=O)c1ccccc1)C(=O)N/N=C/C(=O)c1ccccc1)=C\c1ccccc1 | 23%
O=C(NC(=S)Nc1ccc(N2CCOCC2)c(Cl)c1)c1ccc(Cl)cc1 | 9%
Cc1cccc(-c2cc(C(=O)Nc3sc(C)c(C)c3C(N)=O)c3ccccc3n2)c1 | 27%
Cc1ccc(S(=O)(=O)c2cc(NS(=O)(=O)c3ccc(Cl)cc3)ccc2O)cc1 | 17%
C=C(C)C(C)(C#CCN1CCCCC1)OCCC#N (stereo not drawn) | 0%
Cc1cc(C)c(N2C(=O)c3ccc(C(=O)Nc4ccccc4C(=O)O)cc3C2=O)c(C)c1 | 27%
O=C(c1ccc(Cl)cc1)N1CCN(c2c(Cl)cccc2[N+](=O)[O-])CC1 | 16%
O=C(N/N=C/c1ccc2ccccc2c1)c1ccc(O)cc1 | 12%
CCOC(=O)c1ccccc1NC(=O)c1ccc(Cl)cc1 | 9%
COc1ccc(C(=O)N2CCN(S(=O)(=O)c3ccc(Cl)cc3)CC2)cc1OC | 0%
O=C1CSC(=Nc2ccc(O)cc2)N1 | 16%

More entries follow.
compound | RNase H inhibition
Cc1ccnc(Nc2nc(-c3c(C)nc4ncccn34)cs2)c1 | 8%
CC1c2ccccc2C2(CCCC2)CN1C(=O)Cc1ccccc1 (stereo not drawn) | 2%
COc1ccc(NC(=O)CN(c2ccc(Cl)cc2)S(=O)(=O)c2ccc(C)cc2)cc1 | 20%
COc1ccccc1C(=O)Oc1ccc(C)c(C)c1 | 6%
COc1ccc(-n2cnc3cc(NS(=O)(=O)c4ccc(C)cc4)ccc32)cc1 | 16%
CC(=O)Nc1sc2c(c1C(=O)OC(C)C)CCC(C)C2 (stereo not drawn) | 8%
CC(=O)Oc1ccc(C)cc1N1C(=O)c2ccc(Oc3cccc([N+](=O)[O-])c3)cc2C1=O | 15%
NC(=O)CCN1C(=O)/C(=C\c2ccc(F)cc2)SC1=S | 12%
Cc1ccc(N=Cc2ccc(C=Nc3ccc(C)c(Br)c3)cc2)cc1Br | 16%
O=C(COc1ccccc1)Nc1cccc([N+](=O)[O-])c1 | 0%
COc1cc(C)c(C(C)C)cc1S(=O)(=O)Oc1cccc2cccnc12 | 12%
CCOC(=O)c1ccc(N2C(=O)CC(N3CCOCC3)C2=O)cc1 (stereo not drawn) | 3%
COc1ccc(COC(=O)C2=C(C)NC3=C(C(=O)CC(C)(C)C3)C2c2ccsc2)cc1 (stereo not drawn) | 21%
COC(=O)c1c(C)oc2ccc(OCc3ccccc3Cl)cc12 | 0%
O=C1/C(=C/c2cccc([N+](=O)[O-])c2)SC(=S)N1Cc1ccco1 | 8%

4 entries from above, as labelled records:
smiles: Cc1ccc(N=Cc2ccc(C=Nc3ccc(C)c(Br)c3)cc2)cc1Br
- RNase H inhibition: 16%

smiles: O=C(COc1ccccc1)Nc1cccc([N+](=O)[O-])c1
- RNase H inhibition: 0%

smiles: COc1cc(C)c(C(C)C)cc1S(=O)(=O)Oc1cccc2cccnc12
- RNase H inhibition: 12%

smiles: CCOC(=O)c1ccc(N2C(=O)CC(N3CCOCC3)C2=O)cc1 (stereo not drawn)
- RNase H inhibition: 3%

Looked up one by one from above, 2 records:
compound | RNase H inhibition
COc1ccc(-n2cnc3cc(NS(=O)(=O)c4ccc(C)cc4)ccc32)cc1 | 16%
O=C1/C(=C/c2cccc([N+](=O)[O-])c2)SC(=S)N1Cc1ccco1 | 8%

Remaining list, next part
compound | RNase H inhibition
CCOC(=O)c1c(NC(=O)COc2ccccc2C(C)(C)C)sc(C(C)=O)c1C | 20%
O=C(Nc1ccc(Br)cc1)c1cccc(S(=O)(=O)Nc2ccc(Cl)cn2)c1 | 6%
Cc1cc(/C=N/NC(=O)Cn2c3ccccc3c(=O)c3ccccc32)c(C)n1-c1ccccc1 | 14%
Cc1cc(S(N)(=O)=O)ccc1NC(=O)c1sc2ccccc2c1Cl | 6%
COc1ccc2c(c1)=C(c1sc(N)nc1O)C(=O)N=2 | 0%
COc1ccc(CN2CCc3cc(OC)c(OC)cc3C2)cc1C | 6%
COc1ccc(/C=C\C(=O)c2c(-c3ccccc3)c3cc(C)ccc3[nH]c2=O)cc1 | 7%
COc1ccc([N+](=O)[O-])cc1-c1ccc(/C=N/n2cnnc2)o1 | 57%*
COc1ccc(CCN2C(=O)CC(Cc3ccc(Cl)cc3)C2=O)cc1OC (stereo not drawn) | 5%
O=[N+]([O-])c1ccc2nc3c([nH]c4ccccc43)c(N3CCOCC3)c2c1 | 6%
CCCc1ccc(-c2nc(-c3cc(OC)c(OC)c(OC)c3)no2)cc1 | 9%
Cc1c(NC(=O)/C=C\c2ccccc2)cccc1-c1nc2ccccc2o1 | 13%
COc1cc(C(=O)N/N=C(\C)c2ccc(Cl)s2)ccc1O | 10%
CCNC(=O)/C=C/c1ccc([N+](=O)[O-])cc1 | 6%
CCSc1nnc(NC(=O)C2C3CCC(C3)C2C(=O)O)s1 (stereo not drawn) | 13%

The results go on:
compound | RNase H inhibition
Cc1cc(N2C(=O)NC(=O)/C(=C\c3ccc(O)c([N+](=O)[O-])c3)C2=O)ccc1Br | 13%
O=c1oc(-c2ccccc2)nc2c1C1(CCCCC1)Cc1ccccc1-2 | 2%
COc1ccc(C(=O)Nc2sc(Cc3ccccc3)c(C)c2C(N)=O)cc1 | 18%
CCOc1cc(/C=C2\C(=O)NC(=S)N(c3cccc(Cl)c3Cl)C2=O)cc(Cl)c1O | 22%
CN(C)c1ccc(/C=N/NC(=S)Nc2ccccc2)cc1Br | 0%
CCOC(=O)c1sc(NC(=O)c2cncc(Br)c2)nc1C | 7%
O=C(Nc1ccc(F)c(Cl)c1)c1sc2ccccc2c1Cl | 15%
COC(=O)c1cnn2c(C(F)(F)F)cc(-c3ccc(Br)cc3)nc12 | 10%
CCOc1cccc(C2C(C(=O)OC)=C(C)NC3=C2C(=O)CC(C)(C)C3)c1 (stereo not drawn) | 12%
O=C1OC(c2ccccc2)=N/C1=C1\C=C(c2ccccc2)Oc2ccccc21 | 14%
O=C(/C=C/c1cccc([N+](=O)[O-])c1)Nc1ccccc1Cl | 5%
O=[N+]([O-])c1ccccc1/C=N/Nc1nc(-c2ccccc2)cc(-c2ccc(Br)cc2)n1 | 20%
O=C(COc1ccc2ccccc2c1)N1CCN(C(=O)c2ccco2)CC1 | 0%
Cc1ccc(C2Nc3ccc4ncccc4c3C3=C2C(=O)CC(C)(C)C3)cc1 (stereo not drawn) | 15%
COc1ccc(-c2csc(Nc3ccc4c(c3)OCO4)n2)cc1F | 40%

Continued:
compound | RNase H inhibition
COc1cc(/C=C2\SC(=S)NC2=O)ccc1OCc1ccccc1 | 6%
O=C(N/N=C\c1ccc(Cl)cc1Cl)c1cccc2cc[nH]c12 | 3%
Ic1ccc(N=Cc2ccc(OC3CSC3)cc2)cc1 | 5%
O=C(Oc1ccccc1F)/C(=C/c1nccn1Cc1cccc2ccccc12)c1ccccc1F | 23%

Bioassay records (PubChem)
